Source: PubChem BioAssay (National Center for Advancing Translational Sciences (NCATS))
HCMV inh = inhibitors of human cytomegalovirus. HFF cells, HCMV-luciferase reporter, 72 h; stronger effect = lower value. activity change, negative = inhibition, % at 57.5 µM. hit rate 4.5% among 410,000; in the data active means activity change below about -60%; inconclusive means no clear call, values can overlap the other calls; inactive means above about -39%
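Two compound doses tested in HFFs infected with HCMV-luciferase, MOI 1 PFU/cell, 72 h at 37C. Lysate luminescence read with OneGlo; data normalized against buffer-only and 10uM Salinomycin inhibitor controls.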
AMA1 RON2 block = AMA1-RON2 (P. falciparum) interaction inhibition; Potency, µM (series often up to 58.2 µM), for inactives: at the top dose activity change, negative = inhibition, most hits filed as inhibitors; AlphaScreen AMA1-biotinylated RON2 peptide binding; hit rate 0.2% among 360,000;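 further: potency means the concentration at half of the fitted maximal effect; 0% = vehicle wells and -100% = peptide control; nearly all actives have a fitted effect of over 45% in size; some results filed as inactive show a strong effect at the top dose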
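AMA1 (3D7) with his tag at 25 nM final met compounds first, then biotinylated RON2 peptide at 25 nM; detection used donor plus acceptor beads, 10 µg/mL apiece, read by AlphaScreen after 30 min at room temperature.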
Sm TGR inh = blocks Schistosoma mansoni thioredoxin glutathione reductase; hit rate 3% among 360,000; AID 485364; Potency, µM (top dose mostly 114 µM), inactives show at the top dose activity change, negative = inhibition, most hits filed as inhibitors; purified TGR, DTNB reduction, TNB absorbance 405 nm; Q962Y6; further: potency means the concentration at half of the fitted maximal effect; nearly all actives have a fitted effect of over 60% in size
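TGR 20 nM + NADPH 100 uM (dispensed conc.), cpd preinc 15 min RT; start with NADPH (500 uM addition) then DTNB (15 mM addition). Kinetic TNB absorbance, 405 nm filter. Four-parameter Hill fit across titration.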
AmpC detergent = inhibitors of E. coli AmpC beta-lactamase with detergent | AmpC hydrolysis of nitrocefin, absorbance 480 nm, 0.01% Triton | P00811 | hit rate 0.041% among 370,000 | Potency, µM (titrated, usually from 114 µM), for the others: at the top dose activity change, negative = inhibition, most hits filed as inhibitors;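 further: potency means the concentration at half of the fitted maximal effect; 0% = no-compound wells and -100% = no-enzyme wells; nearly all actives have a fitted effect of over 25% in size; some results filed as inactive show a strong effect at the top dose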
Target sequence (P00811 whole entry, looked up): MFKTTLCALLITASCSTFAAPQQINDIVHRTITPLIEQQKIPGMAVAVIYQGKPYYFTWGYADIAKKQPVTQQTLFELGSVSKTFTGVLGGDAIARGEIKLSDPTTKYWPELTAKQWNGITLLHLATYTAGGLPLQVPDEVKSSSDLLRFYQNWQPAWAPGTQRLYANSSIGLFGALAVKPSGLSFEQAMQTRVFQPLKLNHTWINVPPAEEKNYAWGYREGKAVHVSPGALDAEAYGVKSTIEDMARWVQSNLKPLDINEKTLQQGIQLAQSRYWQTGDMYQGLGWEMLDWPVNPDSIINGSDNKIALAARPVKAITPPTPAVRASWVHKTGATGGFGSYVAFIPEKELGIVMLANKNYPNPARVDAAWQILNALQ
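AmpC (5.3 nM in the dispensed reagent) in 20 mM phosphate pH 7.0 with 0.01% (detergent screen) or 0.0001% Triton X-100 was preincubated with compounds for 15 min at room temperature. Nitrocefin was then added from an 800 uM solution, and hydrolysis was followed at 480 nm.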
AmpC inh no detg = AmpC beta-lactamase inhibition without detergent | P00811 | AmpC nitrocefin hydrolysis, absorbance 480 nm, 0.0001% Triton | Potency, µM (highest dose often 57.1 µM), for inactives: top-dose activity change, negative = inhibition, most hits filed as inhibitors | hit rate 0.52% among 330,000 | AID 485341;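 further: potency means the concentration at half of the fitted maximal effect; plate controls were no compound for no effect and no enzyme for full effect; nearly all actives have a fitted effect of over 20% in size; some results filed as inactive show a strong effect at the top dose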
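AmpC (5.3 nM in the dispensed reagent) in 20 mM phosphate pH 7.0 with 0.01% (detergent screen) or 0.0001% Triton X-100 was preincubated with compounds for 15 min at room temperature. Nitrocefin was then added from an 800 uM solution, and hydrolysis was followed at 480 nm.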
Giardia FBPA inh = blocks Giardia fructose-bisphosphate aldolase activity. purified Giardia FBPA. AID 2451. hit rate 0.71% among 290,000. Potency, µM (highest dose often 59.6 µM), inactives show top-dose activity, negative = inhibition, hits mostly inhibitors. A8B2U2; further: potency means the concentration at half of the fitted maximal effect; nearly all actives have a fitted effect of over 55% in size
Target sequence (A8B2U2 whole entry, looked up): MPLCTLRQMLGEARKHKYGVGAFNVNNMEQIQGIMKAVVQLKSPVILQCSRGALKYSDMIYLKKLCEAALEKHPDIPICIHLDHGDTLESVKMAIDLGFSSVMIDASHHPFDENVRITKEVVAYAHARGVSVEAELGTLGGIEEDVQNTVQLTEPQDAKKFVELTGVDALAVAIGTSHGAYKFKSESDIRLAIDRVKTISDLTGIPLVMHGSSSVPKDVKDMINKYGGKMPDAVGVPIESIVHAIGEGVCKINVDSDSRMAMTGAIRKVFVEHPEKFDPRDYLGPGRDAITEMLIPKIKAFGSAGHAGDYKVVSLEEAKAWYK
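Giardia FBPA (40 nM reagent) was preincubated 10 min at RT with compound (up to 57.5 uM final), then substrate plus GAPDH/TPI/NAD/arsenate coupling system with diaphorase/resazurin was added; resorufin fluorescence (525/598 nm) was read after 20 min.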
An asterisk follows results filed as active; ? = inconclusive; . = not tested or not shown; [ ] = remark or other dose. Unless noted, the call rests on the fitted dose curve; in most records, active means well fitted curve in the direction sought with a large enough effect; inconclusive means small, poorly fitted or top-dose-only effect, or another doubt; inactive means no such curve, though single readings can be large; an effect the other way counts as inactive or inconclusive. Unless noted, on the % scale 0 is the no-effect control and ±100 the full control effect.

SMILES | HCMV inh | AMA1 RON2 block | Sm TGR inh | AmpC detergent | AmpC inh no detg | Giardia FBPA inh
O=C1CN(S(=O)(=O)c2ccccc2)c2ccccc2N1 | -13.7 | -1.4% | -4.5% | 0.1% | 36.0% | 4.7%
Cc1cc(NC(=O)CN2CCN(S(=O)(=O)c3ccc4ccccc4c3)CC2)no1 | -14.4 | -29.2% | -0.5% | -6.2% | 29.6% | 1.1%
COc1cccc(C(C)NC(=O)c2c(F)cccc2Cl)c1 (centres undefined) | 20.7 | -17.8% | 1.3% | -3.7% | -18.0% | 14.2%
Cc1cccc(Cn2cccc(C(=O)Nc3nnc(C)s3)c2=O)c1 | -16.0 | . | 10.7% | -5.6% | . | .
Cc1cccc(NP(=O)(Oc2ccccc2F)Oc2ccccc2F)c1C | 10.7 | 6.6% | 11.1% | -11.5% | -16.6% | 4.9%
O=C(NC1CCCCC1)C(c1ccncc1)N(Cc1ccc(F)cc1)C(=O)c1ccccn1 (centres undefined) | -0.5 | 10.4% | -35.6% | -1.8% | 69.9%[activator] | 7.1%
Cc1sc2nc(C3CC3)nc(SCC(=O)N3CCc4ccccc4C3)c2c1C | -19.7 | -9.7% | -16.3% | -8.5% | ? | -3.2%
CCOc1ccc(C2=Nn3c(CC)nnc3SC2)cc1 | 15.9 | -6.1% | -22.4% | -1.3% | -6.7% | .
Cc1cccc(-c2nc(Nc3ccc(N4CCOCC4)cc3)c3ccccc3n2)c1 | 4.6 | -18.5% | -13.3% | 1.2% | 4.7% | -20.3%
COCC(=O)Nc1ccc(N2CCN(c3ccccc3)CC2)c(F)c1 | -39.3 | -8.5% | 31.1% | 2.9% | 1.8% | -10.3%
CCCCn1c(O)c(/C=N/NC(=O)c2ccncc2)c(=O)[nH]c1=O | 14.8 | 22.3% | -27.4% | -0.7% | -20.5% | 13.7%
O=C(Nc1cccc([N+](=O)[O-])c1)N1CCCc2ccccc21 | -0.4 | -12.3% | 2.1% | 3.4% | -23.9% | -6.5%
Cc1cccc(Cc2cnc(N3C(=N)SC(C)C3=O)s2)c1 (centres undefined) | 39.9 | 26.1% | 0.7% | 7.4% | -26.5% | 12.6µM*
COC(=O)C1CCN(S(=O)(=O)CCNC(=O)c2ccc(F)cc2)CC1 | -17.7 | -8.9% | -0.3% | -9.6% | -19.2% | .
CC(NC(=O)Nc1nnc(C(F)(F)F)s1)N1C(=O)C2C3C=CC(C3)C2C1=O (centres undefined) | 5.2 | -12.9% | 0.0% | -4.7% | -19.1% | -0.9%
COc1ccccc1C(=O)NC1CCN(C(=O)Nc2ccc(F)cc2)CC1 | 7.3 | -11.2% | -10.2% | -9.5% | -0.9% | 4.2%
O=C(COC(=O)C1c2ccccc2Oc2ccccc21)NC1CCS(=O)(=O)C1 (centres undefined) | 2.8 | 6.0% | -14.0% | -5.5% | -10.5% | -17.4%
O=C1c2ccccc2C(O)(Cc2ccccc2)N1CCCN1CCOCC1 (centres undefined) | -36.6 | -0.3% | -17.9% | -3.1% | -2.2% | 3.7%
COc1ccc(-n2c(/C=C/c3ccc(O)cc3)nc3ccccc3c2=O)cc1 | ? | 1.6% | 4.1% | ? | -25.3% | -0.6%
CCCCCCSc1ccc([C@H]2N[C@@](Cc3ccccc3)(C(=O)OC)[C@H]3C(=O)N(C)C(=O)[C@@H]23)cc1OC | 50.2 | -0.3% | -6.7% | -11.5% | 65.6%[activator] | .
O=Cc1ccc(OCC(=O)N2CCOCC2)cc1 | 27.9 | -7.3% | -1.7% | 9.8% | -13.5% | 2.1%
C=CCN=C(C)C1=C(O)CCC1=O | 24.3 | 7.2% | -9.6% | -3.7% | -29.5% | 0.3%
CCOc1ccc(NC(=O)c2ccc(N3CC4CC(C3)c3cccc(=O)n3C4)c(NC(=O)c3cccnc3)c2)cc1 (centres undefined) | -15.4 | -12.5% | 0.0% | ? | 135.4%[activator] | 8.8%
CCCn1c(=O)c2ccccc2n2c(Sc3nnnn3-c3ccccc3)nnc12 | 9.3 | 0.0% | 10.5%[11.4 µM] | -8.0% | -15.9% | 0.9%
COc1ccc(C)cc1NC(=O)N1CC(C)Sc2ccccc21 (centres undefined) | 0.0 | . | 6.7% | 20.0% | . | .
COc1cc(S(=O)(=O)NC(Cc2c[nH]c3ccccc23)C(=O)O)ccc1NC(C)=O (centres undefined) | -33.6 | -1.2% | -7.0% | -8.6% | -5.0% | .
COc1ccc(-c2cc(C(F)F)n3ncc(C(=O)Nc4cnn(Cc5ccccc5)c4)c3n2)cc1 | -7.6 | . | -0.4% | -3.0% | -11.8% | 1.3%
CCC(C)n1c(O)c(C=NCC2CCCO2)c(=O)[nH]c1=S (centres undefined) | 19.5 | 7.7% | -7.5% | 1.6% | -1.6% | -1.6%
COc1ccc(OC)c(-n2c(CNC3CCN(Cc4ccccc4)CC3)nc3ccccc3c2=O)c1 | -106.4* | 1.9% | -12.4% | -14.4% | 68.0%[activator] | -15.5%
O=C(c1ccccc1Cl)N(Cc1ccco1)c1ccccn1 | 0.9 | . | -0.2% | -3.3% | . | .
Cc1ccc(CNC(=O)c2c(-c3ccccc3)sc3ccccc23)o1 | -9.2 | -8.8% | . | . | -15.9% | .
O=C1CC(c2ccc(Cl)cc2)c2cc3c(cc2N1)OCCO3 (centres undefined) | ? | . | -2.4% | 20.6% | . | .
Cc1cc(C)nc(-n2nc(C)c3c(=O)[nH]c(C(F)(F)F)nc32)n1 | -6.2 | -9.5% | -19.0% | -1.0% | -7.0% | ?
O=[N+]([O-])c1cccc(S(=O)(=O)N/N=C/c2ccc(O)cc2)c1 | -9.0 | -5.6% | -8.5% | -3.6% | -35.6% | 13.7%
O=C(CCc1nc2ccccc2c(=O)[nH]1)NCCN1C(=O)S/C(=C\c2ccccc2Cl)C1=O | -11.4 | 0.0% | -13.2% | ? | -19.6% | .
CCCCCCC(=O)N/N=C/c1c(O)n(CCc2ccccc2)c(=O)[nH]c1=O | 66.5 | 89.6%[activator] | -8.2% | 5.6% | -12.9% | 9.0%
Cc1cc(C(=O)N2CCCC(N3CCN(c4cccc(Cl)c4)CC3)C2)nn1C (centres undefined) | 12.8 | 1.5% | 3.0% | 0.8% | 161.9%[activator] | .
Clc1ccc(/C=C/c2ncc[nH]2)c(Cl)c1 | 109.8 | -10.3% | 1.2% | 1.5% | -24.8% | -9.2%
CC(=O)Nc1cccc(S(=O)(=O)N2CCCCCC2)c1 | -100.1* | 9.3% | 6.1% | 0.9% | 5.9% | 6.3%
O=C(O)CCC(=O)N1N=C(c2cccs2)CC1c1cn(-c2ccccc2)nc1-c1ccccc1 (centres undefined) | -9.0 | -5.9% | 6.5% | -13.3% | -25.4% | 11.1%
COc1ccc(OCCNC(=O)/C=C/c2ccccc2)cc1 | -16.1 | -19.3% | 3.7% | 6.8% | -25.1% | -0.5%
O=C(c1ccc(C(F)(F)F)cc1)N1CCC(c2noc(-c3ccc(S(=O)(=O)N4CCCC4)cc3)n2)CC1 | -10.0 | . | 2.7% | 20.3% | . | .
CC[C@@]1(C(=O)OC)N[C@H](CN(C)C(=O)Nc2ccc(F)cc2)[C@@H]2C(=O)N(Cc3ccccc3)C(=O)[C@@H]21 | -15.6 | 3.6% | . | . | 202.8%[activator] | .
O=C(NC1CCCCC1)c1sc(N2CCOCC2)nc1-c1ccccc1 | -26.1 | 7.4% | -19.4% | 2.0% | -44.6% | 10.1%
O=C(c1cc(-c2ccncc2)nc2c(Cl)cccc12)N1CCN(c2ccccc2F)CC1 | -8.1 | . | 0.0% | -4.0% | -38.3% | .
O=C(Nc1nc2ccccc2[nH]1)C1CCN(S(=O)(=O)c2cccs2)CC1 | -16.0 | 3.2% | -20.4% | 3.8% | -25.4% | -5.6%
Cc1ccc(NC(=O)c2sc3nc(N4CCOCC4)c4c(c3c2N)CC(C)(C)OC4)cc1 | -10.9 | -9.8% | -3.8% | 4.3% | -13.0% | ?
CSCCC(NC(=O)CCNC(=O)c1ccccc1Cl)c1nc2ccccc2[nH]1 (centres undefined) | 0.0 | 4.2% | -15.5% | ? | -17.9% | .
CC1CCN(C(=O)CN(Cc2ccc(F)cc2)S(C)(=O)=O)CC1 | 46.5 | -6.8% | 0.3% | -4.2% | 5.1% | -4.6%
C=C(C)c1cccc(C(C)(C)NC(=O)NCc2ccc(OC)c(OC)c2)c1 | -34.6 | 1.9% | -17.9% | -15.5% | 21.6% | 5.2%
CC(C)c1ccccc1OCCNC(=O)c1cncc(Br)c1 | ? | -0.3% | -4.6% | -3.9% | 0.7% | 0.5%
Cc1cnc(CN(C)C(=O)CC2C(=O)NCCN2CCCc2ccccc2)[nH]1 (centres undefined) | 57.3 | 10.7% | -11.2% | -6.8% | 54.1% | .
Cn1nc(C(=O)OCc2ccc(Br)cc2F)c2ccccc2c1=O | 74.5 | -0.6% | -4.7% | -3.6% | -0.2% | -1.6%
COc1ccc(NC(=O)CN(C)C(C)C(=O)N2CCCCC2)cc1 (centres undefined) | -18.1 | ? | 2.7% | -17.2% | -4.3% | -19.9%
O=C(Nc1ncc2c(n1)CC(c1ccco1)CC2=O)c1ccco1 (centres undefined) | 104.3 | -0.8% | 20µM* | -8.8% | -26.5% | -8.0%
COc1ccc(OC)c(-c2nnc(SCC(=O)N3CCCC3)o2)c1 | 29.7 | 27.0% | 1.1% | 0.0% | 2.0% | -8.2%
Cc1cccc2cc(COC(=O)c3ccco3)c(=O)[nH]c12 | 29.5 | -16.4% | -32.6% | -8.5% | -1.2% | 1.4%
CC1CCN(C(=O)c2ccc3c(=O)n4c(nc3c2)CCCCC4)CC1 | -18.0 | 4.2% | 11.4% | -1.1% | 48.6% | -3.4%

Just HCMV inh, for some of the entries so far:
SMILES,HCMV inh
CC(C)c1ccccc1OCCNC(=O)c1cncc(Br)c1,?
Cc1cnc(CN(C)C(=O)CC2C(=O)NCCN2CCCc2ccccc2)[nH]1 (centres undefined),57.3

A different layout for 3 compounds above.
Order of values – HCMV inh, AMA1 RON2 block, Sm TGR inh, AmpC detergent, AmpC inh no detg, Giardia FBPA inh
> Cc1cnc(CN(C)C(=O)CC2C(=O)NCCN2CCCc2ccccc2)[nH]1 (centres undefined)
 : 57.3, 10.7%, -11.2%, -6.8%, 54.1%, .
> Cn1nc(C(=O)OCc2ccc(Br)cc2F)c2ccccc2c1=O
 : 74.5, -0.6%, -4.7%, -3.6%, -0.2%, -1.6%
> COc1ccc(NC(=O)CN(C)C(C)C(=O)N2CCCCC2)cc1 (centres undefined)
 : -18.1, ?, 2.7%, -17.2%, -4.3%, -19.9%
